SUMO Mot1 rescue: yeast Mot1-301 growth rescue at high temperature, primary screen, SUMOylation pathway inhibitor project, S. cerevisiae, ATP luminescence, 38.5C; S. cerevisiae Mot1-301 growth rescue; percent above DMSO median, 100 means doubled; growth rescue, % at 18.8 µM; 1% of 320,000 active;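 active means every valid replicate shows activation above 250% relative to neutral control wells; inactive means the rest, any valid replicate at or below 250%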;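 further: OY570 slx delta 5 strain wells were the positive control but not used for scaling; some compounds called inactive have numbers as strong as hits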
dFosB activator: activators of delta FosB homodimer, primary screen, biochemical, fluorescence polarization, TAMRA-CDK5 oligo, single point. purified delta FosB; percent of positive-control signal above neutral wells. AID 493131, 2011. activation, % at 25 µM. 0.99% of 340,000 active;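 active means mean activation above about 17%, with every replicate also reaching it, limit read from the data, passing the limit was not always enough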;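 further: fluorescence polarization rise as delta FosB binds a TAMRA Cdk5 AP-1 oligo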
Target sequence (P13346 whole entry, looked up): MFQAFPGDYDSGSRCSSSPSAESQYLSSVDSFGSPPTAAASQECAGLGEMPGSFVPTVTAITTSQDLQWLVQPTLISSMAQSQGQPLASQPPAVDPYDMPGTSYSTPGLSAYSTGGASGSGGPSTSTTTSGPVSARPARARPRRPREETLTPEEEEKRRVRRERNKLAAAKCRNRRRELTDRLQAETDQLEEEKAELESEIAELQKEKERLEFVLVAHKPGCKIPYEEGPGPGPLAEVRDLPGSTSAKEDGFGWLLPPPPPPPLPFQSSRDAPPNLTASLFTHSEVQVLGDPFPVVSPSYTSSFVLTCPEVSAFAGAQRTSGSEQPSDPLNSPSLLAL
NSD2 inh: NSD2 histone methyltransferase inhibitors, primary screen, biochemical, AlphaScreen, single concentration, set 2; inhibition, % at 12.5 µM; NSD2 peptide methylation, 120 min; 0.54% of 310,000 active; Histone-lysine N-methyltransferase NSD2 (Homo sapiens), O96028; in the data active means inhibition above about 50%
Arr AP2 block: inhibitors of beta-arrestin/AP2 binding, primary screen, biochemical, GPCR trafficking, flow cytometry. FITC-arrestin peptide / GST-AP2 beads; AP2 beta2 appendage carries R879A mutation. 0.31% of 340,000 active. beta-arrestin 1 C-terminal peptide binding to AP2 beta2-adaptin appendage (human). inhibition, % at 10 µM. AID 504490, 2011;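 active means inhibition above a set limit, near 3 SD of compounds lacking own fluorescence, cut at about 54% in these data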;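 further: plate controls were DMSO wells for no effect and 5 µM unlabelled arrestin peptide for full effect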
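System: GST-tagged AP2 beta2-adaptin appendage (R879A) on 4 µm glutathione beads / Reagent: FITC-arrestin peptide, 50 nM / Detection: HyperCyt-sampled flow cytometry, FL1 channel, ex 488/em 535 nm / Timing: 12 min plus 1 h, RT / Buffer or medium: PBS plus Tween 20 (0.05%) and BSA (0.1%)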
CDK5 inh: inhibitors of human CDK5/p35 kinase, primary screen, biochemical, single concentration; Recombinant CDK5/p35, ADP-Glo luminescence, 60 min; inhibition, % at 10 µM; 0.01% of 330,000 active; AID 488839, 2010;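 active means highest replicate inhibition of at least 50% and at least 75% of replicates reaching 50%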;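 further: plate controls were DMSO neutral control for no effect and GW8510 at 10 µM for full effect; many of its hits are not listed in these tables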
Target sequence (Q00535 whole entry, looked up): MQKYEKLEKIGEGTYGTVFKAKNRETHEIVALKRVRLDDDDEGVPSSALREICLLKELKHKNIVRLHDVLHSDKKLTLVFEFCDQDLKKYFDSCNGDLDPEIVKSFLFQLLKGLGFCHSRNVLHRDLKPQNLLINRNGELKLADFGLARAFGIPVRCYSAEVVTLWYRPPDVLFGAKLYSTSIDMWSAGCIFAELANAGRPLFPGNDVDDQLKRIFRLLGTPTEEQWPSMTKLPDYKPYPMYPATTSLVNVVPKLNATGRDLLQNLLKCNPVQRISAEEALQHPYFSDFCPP
Target sequence (Q15078 whole entry, looked up): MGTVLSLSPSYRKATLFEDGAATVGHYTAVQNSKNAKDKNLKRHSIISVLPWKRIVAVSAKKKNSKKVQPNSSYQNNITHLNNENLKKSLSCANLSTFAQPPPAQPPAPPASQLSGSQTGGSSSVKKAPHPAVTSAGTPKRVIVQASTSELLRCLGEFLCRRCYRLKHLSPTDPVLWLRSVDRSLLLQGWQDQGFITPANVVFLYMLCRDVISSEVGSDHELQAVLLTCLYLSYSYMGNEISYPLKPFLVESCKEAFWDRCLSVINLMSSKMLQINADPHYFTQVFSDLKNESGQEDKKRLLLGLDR
MITF act: activators of MITF-driven TRPM1 promoter reporter, primary screen, cell-based, SK-MEL-5, luciferase, single point. SK-MEL-5 TRPM1-promoter luciferase, 24 h; % of positive control, neutral wells = 0. activation, % at 12.5 µM. 0.75% of 300,000 active. AID 588334, 2011;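 active means mean activation of at least 80% with every replicate also reaching 80%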;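 further: 0% = neutral control wells and 100% = parthenolide positive control wells; values of inactives mirror those of a sister screen read the other way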
SR-BI DiI-HDL act: activators of SR-BI mediated DiI-HDL uptake, primary screen, ldlA[mSR-BI] CHO cells, DiI fluorescence; 3 h; 100 = double the neutral-control signal; activation, % at 12.5 µM; 0.096% of 320,000 active;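 active means mean replicate activation of at least 60% and every replicate at or above 60%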;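 further: 0% = median plate neutral-control signal and 100% = twice that signal; values of inactives mirror those of a sister screen read the other way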
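Test system: SR-BI-overexpressing, LDLR-lacking CHO cells; Medium: Ham's F12 with 0.5% BSA, HEPES 25 mM, pH 7.4; Schedule: 3 h, 37 °C; Technique: bottom-read fluorescence, 550/595 nm.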
DSG3 Ab inh: inhibitors of pemphigus antibody binding to DSG3, primary screen, biochemical, bead-based, flow cytometry, scFv-GFP. Desmoglein-3 (Homo sapiens), P32926. DSG3-coupled beads, scFv-anti-DSG3-GFP binding; hits give low values. binding (percent of control), % at 10 µM. 0.48% of 310,000 active. AID 588358, 2011;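 active means binding more than 3 SD below its plate's average and above zero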;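 further: hits lower antibody fragment binding to DSG3; some compounds called inactive have numbers as strong as hits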
PKA-R1A activ: activators of PKA-R1A holoenzyme, primary screen, biochemical, fluorescence polarization, Cy5-IP20, bovine R1A, mouse PKAc | 0.083% of 340,000 active | activation, % at 11.4 µM | PKA-R1A dissociation; scaled: DMSO 0%, 113 µM cGMP 100% | cAMP-dependent protein kinase type I-alpha regulatory subunit (Bos taurus) + …;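 active means percent activation above the mean of all tested compounds plus 3 SD, cut at about 19% in these data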;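 further: higher means more PKAc released from R1A so a rise in polarization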
SR-BI HDL uptake: inhibitors of SR-BI mediated HDL lipid uptake, primary screen, ldlA[mSR-BI] cells, fluorescence, single point | 0.96% of 320,000 active | inhibition, % at 12.5 µM | ldlA[mSR-BI] CHO cells, DiI-HDL uptake fluorescence, 3 h;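 active means mean replicate inhibition of at least 70% and a set share of replicates each scoring 70 or more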;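 further: 0% = median of neutral control wells and 100% = median of positive control wells; values of inactives mirror those of a sister screen read the other way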
PKA-R2B act: activators of PKA-R2B holoenzyme, primary screen, biochemical, fluorescence polarization, Cy5-IP20, human. activation, % at 11.4 µM. AID 504700, 2011. cAMP-dependent protein kinase catalytic subunit beta (Homo sapiens) + cAMP-dependent …. 0.079% of 340,000 active. PKA-R2B holoenzyme dissociation; R2B truncated from residue 108, S112A mutant; 0% DMSO only, 100% 113 µM cGMP;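 active means activation above a cutoff set at the mean over all compounds plus 3 SD, cut at about 18% in these data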;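 further: higher means more holoenzyme dissociation and a rise in polarization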
Numbers without * were called inactive; · = no result given.

1	O=C(Nc1ccc(-c2nc3ccccc3o2)cc1)C1CCCO1 (stereo not drawn)
2	Cc1n[nH]c(C)c1S(=O)(=O)N1CCC(C(=O)Nc2cccc(F)c2)CC1
3	COc1ccc2c(Cl)c(-c3nnc(SCC(=O)c4ccccc4)n3C)sc2c1
4	OCCC1CN(C2CCN(c3ccccc3F)CC2)CCN1Cc1ccccc1 (stereo not drawn)
5	CCCS(=O)(=O)N1CCN(c2ccccn2)CC1
6	CCO[C@@H]1OC(C(=O)O)=C[C@H](c2ccc(Br)cc2)[C@H]1CCCO
7	CCOC(=O)N1CCN(C(=O)CSc2ccc(C(=O)OC)cc2[N+](=O)[O-])CC1
8	O=C(c1ccco1)N1CCN(C(=O)c2cc(-c3ccccn3)nc3ccccc23)CC1

Assay by compound	1	2	3	4	5	6	7	8
SUMO Mot1 rescue	-32	-6	-7	666	1	1	1	-8
dFosB activator	-21	-10	-1	2	-6	-3	-3	-2
NSD2 inh	1	-2	0	7	4	·	5	-3
Arr AP2 block	-4	-3	-9	30	13	1	2	16
CDK5 inh	4.3	-1.3	0.2	0.9	-3.4	-4.5	-2.6	0.3
MITF act	36	5	-3	3	·	3	-10	2
SR-BI DiI-HDL act	-5	16	-42	·	6	5	-27	-8
DSG3 Ab inh	100	·	100	98	·	103	107	96
PKA-R1A activ	-2	1	0	-7	-3	1	-2	2
SR-BI HDL uptake	5	-16	42	·	-6	-5	27	8
PKA-R2B act	-8	0	-9	2	-9	-3	1	-12

9	Cc1ccnc(NC(=O)CC(c2ccccc2)c2ccccc2)n1
10	COc1ccccc1C(=O)C1CCCN(C(=O)CN2CCCCC2=O)C1 (stereo not drawn)
11	COc1ccc(C(C#N)N2N=C(C)CC2c2ccccc2)cc1OC (stereo not drawn)
12	O=C(Nc1ccc(-c2nc3ccc(NC(=O)c4cccs4)cc3[nH]2)cc1)c1cccs1
13	COCCn1c(C)cc(C2=NNC(=NC(C)(C)C)SC2)c1C
14	O=C(CCC1COc2ccccc2O1)Nc1ccc(Cl)cn1 (stereo not drawn)
15	Cc1sc2ncnc(N3CCC(C(=O)Nc4nc(-c5cccs5)cs4)CC3)c2c1C
16	O=C(COC(=O)c1cnccn1)c1cccc([N+](=O)[O-])c1

Assay by compound	9	10	11	12	13	14	15	16
SUMO Mot1 rescue	432*	3	-3	4	-14	22	22	-6
dFosB activator	-2	5	0	47*	-11	0	1	-4
NSD2 inh	-1	-2	-8	·	5	-2	-1	-1
Arr AP2 block	-2	6	30	2	-21	3	50	18
CDK5 inh	0.4	-1.3	1.5	1.0	-4.2	1.0	-0.1	-3.3
MITF act	10	8	·	-77	15	19	-15	4
SR-BI DiI-HDL act	16	23	-8	-20	11	-13	-42	-7
DSG3 Ab inh	97	106	108	105	92	103	115	116
PKA-R1A activ	-4	-3	-13	-4	8	1	-9	7
SR-BI HDL uptake	-16	-23	8	20	-11	13	42	7
PKA-R2B act	-11	8	2	2	4	-4	-15	-3

17	COc1ccc(S(=O)(=O)c2nnn(-c3cccc(OC)c3)c2N)cc1
18	CCCCCc1ccc(-c2ccc(/C=C/C(N)=O)cc2)nc1
19	COc1ccc2oc(=O)c(C(=O)NCc3ccccc3)cc2c1
20	CCC(=O)Nc1ccc(NC(=O)c2c(C)nc3ccccn23)cc1
21	CCn1c(=O)c(C(=O)NCc2cccnc2)c(O)c2ccccc21
22	CC(Oc1ccc2c3c(c(=O)oc2c1)CCCC3)C(=O)NCC1CCC(C(=O)O)CC1 (stereo not drawn)
23	CC(=O)NC(c1ccc(Cl)cc1)c1ccc2cccnc2c1O (stereo not drawn)
24	O=C(COC(=O)Cc1ccccc1F)NC(=O)NC1CCCC1

Assay by compound	17	18	19	20	21	22	23	24
SUMO Mot1 rescue	·	13	1	1	18	15	·	-10
dFosB activator	-2	2	9	-6	-55	-2	0	-8
NSD2 inh	-2	-3	1	-2	-2	-1	38	0
Arr AP2 block	-20	47	-3	10	19	-1	17	3
CDK5 inh	0.5	-0.1	-0.4	-0.6	1.5	-1.2	2.2	2.2
MITF act	-14	8	·	11	·	-10	·	7
SR-BI DiI-HDL act	0	37	12	-8	16	6	35	7
DSG3 Ab inh	101	100	102	89	·	104	107	100
PKA-R1A activ	-8	13	-8	8	-6	3	-16	8
SR-BI HDL uptake	0	-37	-12	8	-16	-6	-35	-7
PKA-R2B act	11	-3	-2	-13	8	-6	-10	12

25	Cc1cc(=O)[nH]c(SCc2nc3ccccc3n2Cc2ccccc2)n1
26	COc1ccc(/C=N/c2c(-c3ccco3)nc3ccccn23)cc1OC
27	CCOC(=O)c1nc(NCCc2ccccc2)sc1C
28	O=C1Nc2ccc([N+](=O)[O-])cc2OC1CCN1CCN(c2ccccc2)CC1 (stereo not drawn)
29	CC(C)=CC1C=C(C)C(C)C2C(=O)NNC(=O)C12 (stereo not drawn)
30	CCc1ccc(NC(=O)CS(=O)CC(=O)Nc2ccc(N3CCOCC3)cc2)cc1 (stereo not drawn)
31	COc1cc2[nH]c(=O)n(CCCCCC(=O)NCCCN3CCCC3=O)c(=O)c2cc1OC
32	COc1cccc(-c2noc(C(C)n3nc(C)c([N+](=O)[O-])c3C)n2)c1 (stereo not drawn)

Assay by compound	25	26	27	28	29	30	31	32
SUMO Mot1 rescue	9	3	-6	36	-14	-5	-13	·
dFosB activator	-10	-13	9	-4	-10	7	0	-1
NSD2 inh	-2	10	-3	5	1	-4	-2	2
Arr AP2 block	20	13	-9	16	6	2	10	7
CDK5 inh	-1.8	2.4	-1.9	-2.3	0.5	0.3	-0.2	0.0
MITF act	-9	·	69	-12	-4	-5	-6	-1
SR-BI DiI-HDL act	20	-14	-12	-31	5	-9	7	-2
DSG3 Ab inh	97	·	98	103	102	96	98	106
PKA-R1A activ	-10	-4	-13	-9	-8	5	-7	-7
SR-BI HDL uptake	-20	14	12	31	-5	9	-7	2
PKA-R2B act	-1	-1	4	-8	-11	-2	-14	-6

33	NC(=O)CC(NC(=O)Cc1ccc(Cl)cc1)c1ccc(NCCN2CCOCC2)c([N+](=O)[O-])c1 (stereo not drawn)
34	Cc1ccc(OC(=O)c2cccc(C(=O)Oc3ccc(C)cc3)n2)cc1
35	CC(Sc1nc(-c2ccccc2)nc2c1COC(C)(C)C2)C(=O)N1CCOCC1 (stereo not drawn)
36	CCOC(=O)CSc1nc2ccccc2n2cnnc12
37	O=C(COc1ccccc1)N1CCN(S(=O)(=O)c2cccs2)CC1
38	O=C(Cn1c(=O)c2cccn2c2ccccc21)NCCCN1CCCCC1
39	CCOC(=O)Nc1ccc2c(c1)C(=NO)c1ccccc1-2

Assay by compound	33	34	35	36	37	38	39
SUMO Mot1 rescue	-7	12	5	1	5	-12	·
dFosB activator	2	6	-3	-16	3	-7	8
NSD2 inh	·	-1	-1	6	-1	-2	-2
Arr AP2 block	4	34	2	4	9	2	1
CDK5 inh	-2.0	0.7	3.7	-1.0	0.8	-8.7	2.8
MITF act	-6	-12	·	-2	-6	-2	41
SR-BI DiI-HDL act	-6	0	7	-11	-21	0	-54
DSG3 Ab inh	·	97	104	·	103	105	103
PKA-R1A activ	10	-7	-3	5	-1	-8	-7
SR-BI HDL uptake	6	0	-7	11	21	0	54
PKA-R2B act	0	-5	-4	2	1	-4	-10

Sorted by the number under DSG3 Ab inh (descending): some entries from above
7	CCOC(=O)N1CCN(C(=O)CSc2ccc(C(=O)OC)cc2[N+](=O)[O-])CC1
14	O=C(CCC1COc2ccccc2O1)Nc1ccc(Cl)cn1 (stereo not drawn)
29	CC(C)=CC1C=C(C)C(C)C2C(=O)NNC(=O)C12 (stereo not drawn)
31	COc1cc2[nH]c(=O)n(CCCCCC(=O)NCCCN3CCCC3=O)c(=O)c2cc1OC
25	Cc1cc(=O)[nH]c(SCc2nc3ccccc3n2Cc2ccccc2)n1

Assay by compound	7	14	29	31	25
SUMO Mot1 rescue	1	22	-14	-13	9
dFosB activator	-3	0	-10	0	-10
NSD2 inh	5	-2	1	-2	-2
Arr AP2 block	2	3	6	10	20
CDK5 inh	-2.6	1.0	0.5	-0.2	-1.8
MITF act	-10	19	-4	-6	-9
SR-BI DiI-HDL act	-27	-13	5	7	20
DSG3 Ab inh	107	103	102	98	97
PKA-R1A activ	-2	1	-8	-7	-10
SR-BI HDL uptake	27	13	-5	-7	-20
PKA-R2B act	1	-4	-11	-14	-1

Compound activity deposited in PubChem by several laboratories.
